Source: PubChem BioAssay (Sanford-Burnham Center for Chemical Genomics)
ER stress surv – protection against thapsigargin ER stress killing – CSM14.1 cells, ATP luminescence, primary screen | CSM14.1 thapsigargin ER stress survival | relative survival (cellular ATP), % at 15 µg/mL (by protocol) | 0.33% of 48,000 active;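 active = survival measured by cellular ATP above 50% at 15 µg/ml in the first screen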;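 note: cell death triggered by about 15 µM thapsigargin; ATP read 24 h after thapsigargin was added; plate controls were thapsigargin with DMSO for no effect and DMSO without thapsigargin for full effect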
An asterisk follows results filed as active. The list is partial. The share of hits here may be higher or lower than overall.

mol | ER stress surv
O=C(O)C1C2C=CC(O2)C1C(=O)N1CCN(C(c2ccccc2)c2ccccc2)CC1 (stereo unspecified) | -3
COc1cc2oc(=O)cc(C)c2cc1C=O | -2
CCN(CC)c1ccc(/C=N/NC(=O)CN(c2ccc(OC)cc2)S(=O)(=O)c2ccccc2)cc1 | 5
O=C(Nc1ccc(F)cc1F)c1cc2ccccc2oc1=O | -2
CCN(CC)c1ccc(/C=C2\C(=O)c3ccccc3C(=O)\C2=C(/O)c2ccccc2)cc1 | 12
C/C(=N\N=C1\NC(=O)C(CC(=O)Nc2ccccc2Br)S1)c1ccc(Cl)cc1 (stereo unspecified) | -6
CC1CCCCC1N1CCN(Cc2ccncc2)CC1 (stereo unspecified) | -5
CC(C)(C)c1csc(NC(=O)c2cccnc2)n1 | 7
CC(=O)c1cc2ccc([N+](=O)[O-])cc2oc1=O | 14
COC(=O)COc1ccc(/C=C2\C(=O)NC(=S)N(c3ccc(OC)cc3)C2=O)cc1OC | 15
COc1ccc(S(=O)(=O)N2CCN(C/C=C/c3ccccc3)CC2)cc1[N+](=O)[O-] | -5
Cc1ccc([N+](=O)[O-])cc1NC(=O)C1CC1 | 10
O=C(CCC(=O)Nc1cccc([N+](=O)[O-])c1)NCCO | -2
Cc1cc(OCC(=O)Nc2cc([N+](=O)[O-])ccc2Cl)cc(C)c1Cl | -1
Cc1cccc(OCC(=O)Nc2ccccc2-c2ccccc2)c1 | 4
Cn1cnc([N+](=O)[O-])c1Sc1ncnc2c(C#N)c3n(c12)CCCCC3 | -2

3 of these compounds, reformatted:
Cc1ccc([N+](=O)[O-])cc1NC(=O)C1CC1
- ER stress surv: 10

O=C(CCC(=O)Nc1cccc([N+](=O)[O-])c1)NCCO
- ER stress surv: -2

Cc1cc(OCC(=O)Nc2cc([N+](=O)[O-])ccc2Cl)cc(C)c1Cl
- ER stress surv: -1

Next compounds.
mol | ER stress surv
O=C1NC(=O)N(c2ccc(Cl)cc2)C(=O)/C1=C/c1ccc(-c2ccccc2C(=O)O)o1 | 4
CC(=O)Nc1ccc(N2C(=O)C3=C(C2=O)C2C=CC3C2)cc1 | 10
O=[N+]([O-])c1cc(C(F)(F)F)ccc1N1CCN(S(=O)(=O)c2ccccc2)CC1 | 2
COc1cc2ccccc2cc1C(=O)Nc1ccc(Br)cn1 | 8
O=C(O)CCCN1C(=O)/C(=C/c2ccccc2)SC1=S | 9
Cc1ccc2oc(-c3ccc(NC(=O)c4ccc(C(C)(C)C)cc4)cc3O)nc2c1 | 0
O=C1/C(=C/c2ccc(O)c(Br)c2)Sc2ccccc21 | -3
C=CCOc1ccc(/C=C2\C(=O)C(C(=O)OC)=C(C)N2c2ccc(C)cc2)cc1 | 3
COCCCNC(=O)c1ccc(CN(c2ccccc2)S(C)(=O)=O)cc1 | 2
O=C1CC(c2cc([N+](=O)[O-])c(Cl)cc2Cl)=NO1 | -13
CCOC(=O)c1c(NC(=O)/C=C/c2ccccc2)sc(C(=O)N(CC)CC)c1C | 14
COc1cc2c(cc1NC(=O)/C=C/c1ccccc1)oc1ccccc12 | 4
CC(C)(C)c1ccc(OCC(=O)N2CCN(c3ccccn3)CC2)cc1 | 5
COc1ccc(-n2c(C)c(C(C)=O)c3cc(OC(=O)c4ccccc4OC(C)=O)ccc32)cc1 | -1
COCCOC(=O)c1c(C)oc2ccc(OCc3ccc(F)cc3)cc12 | 3
COc1ccc(N2C(=O)NC(=O)/C(=C/c3cccn3-c3ccc([N+](=O)[O-])cc3)C2=O)cc1 | -5
COc1cc(-c2nc(-c3ccccc3)c(-c3cc([N+](=O)[O-])ccc3C)[nH]2)cc(OC)c1OC | 6
CCC(=O)NC(OCc1ccccc1)(C(F)(F)F)C(F)(F)F | -1
Cc1ccc(C(=O)NC2Sc3ccccc3N=C2c2ccccc2)cc1 (stereo unspecified) | 2
Cc1c(C(=O)Nc2ccc(NC(=O)c3ccc(Br)cc3)cc2)cccc1[N+](=O)[O-] | 1
CC(=O)NC12CC3CC(CC(CCC(=O)O)(C3)C1)C2 | 9
COc1ccc(N(CC(=O)O)S(C)(=O)=O)cc1Cl | 1
CCOc1ccc(C(=O)Nc2ccc(-c3cc4ccccc4oc3=O)cc2)cc1 | 1
Fc1ccc(NC(=S)Nc2cccc3ccccc23)cc1 | -3

Structural class, the compounds so far containing fluorine.
mol | ER stress surv
O=C(Nc1ccc(F)cc1F)c1cc2ccccc2oc1=O | -2
O=[N+]([O-])c1cc(C(F)(F)F)ccc1N1CCN(S(=O)(=O)c2ccccc2)CC1 | 2
COCCOC(=O)c1c(C)oc2ccc(OCc3ccc(F)cc3)cc12 | 3
CCC(=O)NC(OCc1ccccc1)(C(F)(F)F)C(F)(F)F | -1
Fc1ccc(NC(=S)Nc2cccc3ccccc23)cc1 | -3

Following part.
mol | ER stress surv
CC(C)Oc1ccc(/C=N/NC(=O)C(=O)NC2CCCC2)cc1 | 12
Cc1cccc(C(=O)Nc2nc(-c3ccc(Br)cc3)cs2)c1 | -3
COc1cc(C2C3=C(CCCC3=O)OC3=C2C(=O)CCC3)cc(OC)c1OC | 12
COc1ccc(/C=N/Nc2cc(N3CCOCC3)ncn2)cc1 | 11
COc1ccc(/C=C/C(=O)Nc2ccc(C(C)=O)cc2)cc1 | 5
CC(=O)NC12CC3CC(C1)C(=O)C(C3)C2 | -2
C=CCN1C(=O)/C(=C\c2cc3c(cc2Br)OCO3)SC1=S | 8
O=C(COc1ccc2ccccc2c1)Nc1ccc(S(=O)(=O)N2CCCC2)cc1 | 3

3 neighbouring records out of the list so far:
mol | ER stress surv
CC(=O)NC12CC3CC(C1)C(=O)C(C3)C2 | -2
C=CCN1C(=O)/C(=C\c2cc3c(cc2Br)OCO3)SC1=S | 8
O=C(COc1ccc2ccccc2c1)Nc1ccc(S(=O)(=O)N2CCCC2)cc1 | 3

Remaining list, next part:
mol | ER stress surv
COC(=O)c1cc(NC(=O)CCCOc2ccc(Cl)cc2C)cc(C(=O)OC)c1 | 1
CCN1C(=O)/C(=C/c2c(N3CCN(C)CC3)nc3ccccn3c2=O)SC1=S | 1
O=C(CSc1nc2ccccc2n1Cc1ccccc1)N/N=C/c1cccc(O)c1 | -5
CCOC(=O)C1=C(C)N=C2SCC(=O)N2C1c1ccc(Br)cc1 (stereo unspecified) | -10
NC(=O)c1cc(-c2ccccc2)sc1N | -5
COc1ccc(C(=O)Nc2ccc(Cl)c(-c3nc4ccccc4[nH]3)c2)cc1 | 12
CN(C)c1ccc(/C=C/C=N/NS(=O)(=O)c2ccc(C(C)(C)C)cc2)cc1 | 4
CCCCCC(=O)NNC(=O)c1ccc(F)cc1 | 3

Next structures
Molecule | ER stress surv
CC(C)(C)c1ccc2c(c1)C(=O)NC2=O | -2
Cn1c(O)c(C=NCC2CCCO2)c(=O)n(C)c1=O (stereo unspecified) | 8
COc1cc(/C(C)=N/NC(=O)C(O)(c2ccccc2)c2ccccc2)ccc1O | 10
Cc1ccc(/C(N)=N/OC(=O)COc2cccc(C)c2)cc1 | 3
CN1CCN(c2nc3ccccn3c(=O)c2/C=C2\SC(=S)N(C)C2=O)CC1 | 7
CCN1C(=O)/C(=C\c2cc(Br)ccc2OCCOc2cccc(OC)c2)SC1=S | 5
O=C(Cc1ccc(-c2ccccc2)cc1)NNC(=O)c1ccc(Cl)cc1 | 7
CC(=O)n1cc(Nc2ccccc2O)c2ccccc21 | -7
COc1cc(O)cc(Br)c1/C=N/Nc1nc2ccccc2s1 | -5
Cc1ccc(C(C)C)c(OCC(=O)Nc2cccc(-c3nc4ncccc4o3)c2C)c1 | 9
CCCCP(=O)(CCCC)CP(=O)(CCCC)CCCC | 0
COC(=O)CCN1C(=O)/C(=C\c2ccc(C)cc2)SC1=S | 11
COc1cccc(C2/C(=C(\O)c3ccccc3)C(=O)C(=O)N2CCCCCC(=O)O)c1 (stereo unspecified) | -4
COc1cc(NC(=O)COc2ccc(Br)c(C)c2)cc(OC)c1 | 1
CCN(CC)c1ccc(C=Nc2cccc(C(N)=O)c2)c(O)c1 | 19
CCOC(=O)C1=C(C)NC(C)=C(C(=O)OCC)C1c1ccc(N(C)C)cc1 | 27
C=C1c2cc(OC)ccc2NC(=O)N1c1ccccc1 | 9
O=C(Nc1ccc(Cl)cc1)Nc1nnc(COc2ccccc2F)s1 | 5
COc1ccc(C(=O)N2CC(C)OC(C)C2)cc1[N+](=O)[O-] (stereo unspecified) | 7
COc1ccc(-c2cc(C(F)(F)F)n3ncnc3n2)cc1 | 7
C=CCN1C(=O)/C(=C\c2ccc(-c3ccccc3Cl)o2)SC1=S | 12
Cc1ccc(C)c(NC(=O)C2CC(O)CN2C(=O)OCc2ccccc2)c1 (stereo unspecified) | 14
O=C(COc1ccc([N+](=O)[O-])cc1)Nc1ccc2nn(-c3ccc(F)cc3)nc2c1 | 0
Cc1cccc(OCC(=O)N2CCN(c3ccc([N+](=O)[O-])cc3)CC2)c1 | 8
CN(C)/C=C(/Cl)C=C1C(=O)c2ccccc2C1=O | 0
O=C(Nc1ccc(Br)cc1C(=O)O)c1cc([N+](=O)[O-])cc([N+](=O)[O-])c1 | 8
CC(=O)O/N=C1\CCCc2c1[nH]c1ccccc21 | 3
CCSCCOC(=O)C1=C(C)NC2=C(C(=O)CCC2)C1c1cc(Br)ccc1OC (stereo unspecified) | -3
CC(=O)c1ccc(Nc2ncnc(Nc3ccc(C(C)=O)cc3)c2[N+](=O)[O-])cc1 | 27
Cc1ccc(S(=O)(=O)Nc2cc(C)c(O)c(S(=O)(=O)c3ccc(C)cc3)c2)cc1 | 9
O=C(NC(=S)Nc1ccc2oc(-c3ccc(Cl)cc3)nc2c1)c1ccco1 | 1
NC(=O)C1CCN(C(=O)c2cccc(F)c2)CC1 | 15
Cc1ccc(-c2cc(C(=O)O)c3cc(Br)ccc3n2)s1 | -1
O=C(NC1CCN(Cc2ccccc2)CC1)c1ccc(Cl)cc1Cl | 15
COc1ccc(/C(N)=N/OC(=O)c2ccc(I)cc2)cc1 | -1
COc1ccccc1Cc1noc(-c2ccc(F)cc2)n1 | 3
Cc1ccc(/C=c2/sc3n(c2=O)C(N)=C(C#N)C(c2ccc(C)o2)C=3C#N)o1 (stereo unspecified) | 7
CC1(C)CCC[C@@]2(C)C1CC[C@@]1(C)OC(=O)CC21 (stereo partly specified) | 2
COc1ccc(CN2CCCN(Cc3ccc(OC)cc3)C2c2ccc(F)cc2)cc1 | -3
O=C1OC(c2ccc(-c3ccccc3)cc2)c2ccccc21 (stereo unspecified) | 2
CC(=O)Nc1ccccc1NC(=O)c1ccc(Br)cc1 | 1
CC(=O)Nc1nc2cc3sc(NC(C)=O)nc3cc2s1 | 10
O=C1NC(=O)N(c2ccc(Cl)cc2)C(=O)/C1=C/c1cc(I)c(O)c([N+](=O)[O-])c1 | 11
CCOc1ccc(-c2[nH]c3ccc(Cl)c[n+]3c2C)cc1 | -2
COc1ccc(-c2cc(C(=O)Nc3ccc([N+](=O)[O-])cc3)c3ccccc3n2)cc1 | 9
Cc1c(C(=O)Nc2ccc3c(c2)Cc2ccccc2-3)cccc1[N+](=O)[O-] | -4
C(=N\Nc1ccccn1)/c1cccs1 | 4
NC(=O)c1ccc(NC(=O)C23CC4CC(CC(C4)C2)C3)cc1 | -1
COc1ccc(Br)cc1/C=C1\SC(N2CCOCC2)=NC1=O | -4
C=CCn1c(SCC(=O)N2CCOCC2)nc2sc3c(c2c1=O)CCCC3 | 7
O=C(Nc1nc2ccccc2n1CCOc1ccccc1)c1ccc(Cl)cc1 | 7
C(=NN1CCN(c2ccccn2)CC1)c1cccc2ccccc12 | 8
CC1CN(C(=O)C2(C)CCCCC2)c2ccccc21 (stereo unspecified) | 28
CCN1C(=O)/C(=C2\SC(=S)N(CC3CCCO3)C2=O)c2ccccc21 (stereo unspecified) | 5
O=[N+]([O-])c1cccc(S(=O)(=O)NCc2cccnc2)c1 | 1
O=C1NC(=S)S/C1=C/c1cn(CCOc2ccc(Br)cc2)c2ccccc12 | 0
CCOc1cccc(C(=O)Nc2sc(C)cc2C(=O)OC)c1 | 7
Cc1ccc(-c2[nH]n3c(=O)c4c(nc3c2C)CCCC4)cc1 | -3
Cc1ccc(OCC(=O)Nc2cc(C)ccc2C)cc1 | -2
COc1ccc2c(c1)nc(SCC(=O)c1ccccc1)n2C | 4

Other entries follow.
Molecule | ER stress surv
Cc1n[nH]c(C)c1CCC(=O)N/N=C\c1ccc(Cl)c(Cl)c1 | -1
O=C(O)CCC(=O)Nc1cc(Cl)cc(Cl)c1 | 3
N#CC1=C(SCc2ccccc2)NC(=O)C(C#N)C12CCCCC2 (stereo unspecified) | -2
Cn1c2c(c3cc(F)ccc31)CCCC2=O | 0
Cc1ccc(C(O)(c2ccccc2)c2ccccc2C(C)N(C)C)c(C)c1 (stereo unspecified) | -5
Cc1ccc(S(=O)(=O)/N=C2/C=C(Sc3nnnn3-c3ccccc3)C(=O)c3ccccc32)cc1 | -8
COC(=O)C1=C(C)NC(C)=C(C(=O)OC)C1c1ccc(OC)cc1 | 6
CN(C)c1ccc(/C=C2\N=C(c3cccc(Cl)c3)OC2=O)cc1 | -4
CCc1c(C)sc(NC(=O)c2ccc([N+](=O)[O-])cc2Cl)c1C(N)=O | 10
CCN1C(=O)c2cccc3c(NC(=O)c4cccs4)ccc1c23 | 7
CCOC(=O)c1ccc(NC(=O)CCCOc2ccc(Cl)cc2Cl)cc1 | 0
COc1ccc(CN2CCN(Cc3ccccc3C(F)(F)F)CC2)cc1 | 0
O=C(Nc1ncc(Cc2ccc(F)cc2)s1)c1ccc(OCc2ccccc2)cc1 | -5
Cc1cc(C)cc(NC(=O)Cn2cc(C=O)c3ccccc32)c1 | 12
COC(=O)c1c(-c2ccc(C3CCCCC3)cc2)csc1N | -9
